hgDAF-12 ag: H. glycines DAF-12 receptor agonists, primary screen, cell-based, luminescence, HEK293, GAL4 fusion, UAS-luciferase; HEK293 GAL4-hgDAF12 UAS-luciferase reporter, agonist luminescence; normalized to butyrate control; activation, % at 6.8 µM; 370,000 compounds, 1.8% hits;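 active means activation above a cutoff set at the mean of all screened compounds plus 3 SD, cut at about 10% in these data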;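 further: 0% = DMSO wells and 100% = sodium butyrate wells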
DAX1 inh-1: DAX1 (NR0B1) inhibitors on StAR promoter, primary screen, cell-based, luminescence, SF-1 (NR5A1), full-length DAX-1 | HEK293T StAR-luciferase reporter, SF-1/DAX-1 repression relief | inhibition, % at 6.8 µM | 370,000 compounds, 1.1% hits | AID 652010, 2013;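 active means inhibition above the mean over all tested compounds plus 3 SD, cut at about 3.6% in these data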;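 further: 0% = DAX-1 cells with DMSO and 100% = cells lacking DAX-1 with DMSO; higher inhibition means more luminescence from relief of DAX-1 repression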
DAX1 inh-2: DAX1 (NR0B1) inhibitors, primary screen, cell-based, HEK293, Gal4-DAX1, luciferase luminescence. Nuclear receptor subfamily 0 group B member 1 (Homo sapiens), P51843. HEK293 Gal4-DAX1 luciferase reporter. inhibition, % at 6.75 µM. 340,000 compounds, 0.99% hits. AID 504766, 2011;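 active means inhibition above the mean over all tested compounds plus 3 SD, cut at about 4.2% in these data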;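 further: 0% = DAX1-transfected cells with DMSO and 100% = empty-vector control cells with DMSO; inhibition shows as a rise in luminescence from relieved DAX1 repression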
PLCg1 inh: PLC-gamma1 enzyme inhibitors, primary screen, biochemical, fluorescence, purified enzyme | 1-phosphatidylinositol 4,5-bisphosphate phosphodiesterase gamma-1 (Homo sapiens), P19174 | fluorogenic substrate | inhibition, % at 12.2 µM | 370,000 compounds, 0.84% hits | AID 720700, 2013; in the data active means inhibition above about 9.5%
ADAM17 inh: ADAM17 inhibitors, primary screen, biochemical, QFRET. 370,000 compounds, 0.83% hits. inhibition, % at 6.95 µM. recombinant ADAM17, EDANS/DABCYL FRET peptide cleavage. AID 720648, 2013. Disintegrin and metalloproteinase domain-containing protein 17 (Homo sapiens), P78536;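 active means inhibition above the mean of compounds lying between control limits plus 3 SD, set per campaign, cut at about 8.5% in these data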;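 further: 0% = DMSO-only wells as the low control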
NR1D1 modulator: modulators of Rev-erb alpha DNA binding, primary screen, biochemical, FITC-DNA, fluorescence polarization, uHTS; Nuclear receptor subfamily 1 group D member 1 (Homo sapiens), P20393; Rev-erbα–FITC-DNA binding, 90 min; activity, % at 10 µM; 370,000 compounds, 0.79% hits;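 active means activity above about 14%, limit read from the data; passing the limit was not always enough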;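 further: 0% = DMSO wells with 35 nM protein and 100% = DMSO wells with 750 nM protein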
ssDAF12 agonist: S. stercoralis DAF-12 nuclear receptor activators, primary screen, cell-based, luminescence, HEK293, GRIP1 co-expression, lit1-tk-luc | Nuclear hormone receptor DAF-12 (Strongyloides stercoralis) | HEK293 ssDAF-12/GRIP1 lit1-tk-luc reporter; % of 3 µM dafachronic acid response | activation, % at 6.8 µM | 370,000 compounds, 1% hits;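 active means activation above the mean over all tested compounds plus 3 SD, cut at about 0.9% in these data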;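 further: 0% = DMSO-only wells and 100% = 3 µM delta7-dafachronic acid wells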
PLC-beta3 inh: human PLC-beta3 inhibitors, primary screen, biochemical, fluorescence | inhibition, % at 12.2 µM | Purified PLC-beta3, fluorogenic substrate | 370,000 compounds, 0.18% hits | AID 720704, 2013 | 1-phosphatidylinositol 4,5-bisphosphate phosphodiesterase beta-3 (Homo sapiens), Q01970; in the data active means inhibition above about 11%;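 further: 0% = median of compound wells on plate and 100% = full blocker control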
Target sequence (Q01970 whole entry, looked up): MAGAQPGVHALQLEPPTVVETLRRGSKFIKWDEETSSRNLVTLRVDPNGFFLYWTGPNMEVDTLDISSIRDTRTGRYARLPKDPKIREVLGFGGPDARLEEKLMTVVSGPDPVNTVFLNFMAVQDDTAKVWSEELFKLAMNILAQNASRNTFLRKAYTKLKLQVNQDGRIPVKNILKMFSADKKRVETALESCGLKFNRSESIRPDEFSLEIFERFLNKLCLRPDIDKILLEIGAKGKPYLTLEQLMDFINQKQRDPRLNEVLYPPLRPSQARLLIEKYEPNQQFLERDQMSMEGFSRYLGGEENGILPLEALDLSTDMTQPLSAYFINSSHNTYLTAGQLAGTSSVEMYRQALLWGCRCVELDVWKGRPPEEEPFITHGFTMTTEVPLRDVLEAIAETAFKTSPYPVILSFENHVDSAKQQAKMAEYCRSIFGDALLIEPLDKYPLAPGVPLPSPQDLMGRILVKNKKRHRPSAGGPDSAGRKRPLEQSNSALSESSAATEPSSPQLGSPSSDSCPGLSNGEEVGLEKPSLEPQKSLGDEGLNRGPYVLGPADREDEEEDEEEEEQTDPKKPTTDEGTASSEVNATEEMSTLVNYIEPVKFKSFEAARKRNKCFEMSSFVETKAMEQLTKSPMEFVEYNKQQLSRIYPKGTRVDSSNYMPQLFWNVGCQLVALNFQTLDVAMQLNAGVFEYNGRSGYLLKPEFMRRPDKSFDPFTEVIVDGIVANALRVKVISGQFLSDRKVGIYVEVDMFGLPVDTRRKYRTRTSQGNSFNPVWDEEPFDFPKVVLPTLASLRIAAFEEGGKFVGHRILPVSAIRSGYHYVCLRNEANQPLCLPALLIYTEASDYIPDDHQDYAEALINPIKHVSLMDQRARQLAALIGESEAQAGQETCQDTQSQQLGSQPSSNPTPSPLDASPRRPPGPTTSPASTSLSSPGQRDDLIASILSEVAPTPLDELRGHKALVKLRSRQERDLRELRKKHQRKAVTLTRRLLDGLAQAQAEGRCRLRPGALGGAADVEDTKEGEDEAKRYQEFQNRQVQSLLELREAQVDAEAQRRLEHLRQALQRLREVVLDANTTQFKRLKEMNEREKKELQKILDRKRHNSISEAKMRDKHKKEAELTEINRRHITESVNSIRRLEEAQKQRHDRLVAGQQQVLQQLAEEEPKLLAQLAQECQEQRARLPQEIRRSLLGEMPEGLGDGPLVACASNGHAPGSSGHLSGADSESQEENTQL
MBD2 inh: inhibitors of MBD2 binding to methylated DNA, primary screen, biochemical, TR-FRET, DNA-binding domain, human; MBD2 binding to methylated oligonucleotide; Methyl-CpG-binding domain protein 2 (Homo sapiens), Q9UBB5; 370,000 compounds, 0.31% hits; inhibition, % at 4.4 µM; in the data active means inhibition above about 13%
hcDAF12 agonist: H. contortus DAF-12 nuclear receptor activators, primary screen, cell-based, luminescence, HEK293, lit1-tk-luc reporter. activation, % at 6.8 µM. HEK293 hcDAF-12 lit1-tk-luc reporter; 0% DMSO, 100% Δ7-dafachronic acid. 370,000 compounds, 1.4% hits;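 active means activation above the mean of all tested compounds plus 3 SD, cut at about 5.5% in these data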;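 further: 100% = response to 3 µM Δ7-dafachronic acid high control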
SMARCA2 activ: SMARCA2 (BRM) function activators, primary screen, cell-based, luminescence, high throughput | MG213 cells, MMTV-luciferase reporter, dexamethasone, overnight | activation, % at 9.1 µM | 370,000 compounds, 1% hits | AID 652017, 2013; in the data active means activation above about 7.8%;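 further: 0% = vehicle wells and 100% = reference activator wells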
* marks the source's active call; other numbers are inactive results; nt = no result given. No enrichment for hits; 7.4% or so of the library scored in one or more.

1: CCOC(=O)c1cncc(O)c1
2: CN(C)[C@H]1CCN(c2cccc3c2S(=O)(=O)N2CC[C@@H](C2)O3)C1
3: Cn1c(=O)c2c(ncn2CC(=O)Nc2nc(-c3ccc(F)c(F)c3)cs2)n(C)c1=O
4: C=CCNC(=O)c1onc(CSc2ccc(Cl)cc2)c1C(=O)NCC=C
5: O=C(O)CCCCCNC(=O)OCC1c2ccccc2-c2ccccc21
6: N#CC(C#N)=C(N)/C(C#N)=C/c1cc(O)c(O)c(O)c1
7: O=c1c2cnn(-c3ccccc3)c2ncn1Cc1cccnc1
8: COc1cc(/C=N\NC(=O)CC#N)ccc1OC/C=C/c1ccccc1
9: Cc1cccc(Cc2c(C)nc3c(C(=O)N4CCN(Cc5ccc6c(c5)OCO6)CC4)cnn3c2C)c1
10: CCC(C)NCCOCCOc1cc(C)c(Cl)c(C)c1 (stereo not drawn)
Assay by compound,1,2,3,4,5,6,7,8,9,10
hgDAF-12 ag,-0.3,0.9,-0.2,0.7,0.2,0.5,-3.2,-0.4,-3.3,3.6
DAX1 inh-1,0.1,-0.8,0.8,-0.9,0.2,0.5,-0.5,-0.5,-0.9,-0.5
DAX1 inh-2,-1.2,nt,-0.7,1.0,0.6,0.1,1.4,-0.3,-0.7,0.0
PLCg1 inh,0,1,8,0,2,-208,2,-12,-86,1
ADAM17 inh,-7,-3,8.8*,2,-6,-12,-1,1,-33,0
NR1D1 modulator,-2,-8,-2,0,-4,9,0,-6,-1,-4
ssDAF12 agonist,-0.4,-1.4,-0.6,-1.7,-1.2,-0.2,-1.7,-1.3,-1.9,-1.9
PLC-beta3 inh,-10,0,-2,1,-2,-254,2,-28,-132,3
MBD2 inh,0,-5,-3,1,-3,-5,-5,-2,2,-1
hcDAF12 agonist,-0.9,-3.7,-1.1,-2.2,0.3,0.0,0.0,-1.6,-0.9,-1.1
SMARCA2 activ,-4,-2,-4,1,-3,3,-3,-2,-4,-3

Of the compounds above, these contain sulfur.
2: CN(C)[C@H]1CCN(c2cccc3c2S(=O)(=O)N2CC[C@@H](C2)O3)C1
3: Cn1c(=O)c2c(ncn2CC(=O)Nc2nc(-c3ccc(F)c(F)c3)cs2)n(C)c1=O
4: C=CCNC(=O)c1onc(CSc2ccc(Cl)cc2)c1C(=O)NCC=C
Assay by compound,2,3,4
hgDAF-12 ag,0.9,-0.2,0.7
DAX1 inh-1,-0.8,0.8,-0.9
DAX1 inh-2,nt,-0.7,1.0
PLCg1 inh,1,8,0
ADAM17 inh,-3,8.8*,2
NR1D1 modulator,-8,-2,0
ssDAF12 agonist,-1.4,-0.6,-1.7
PLC-beta3 inh,0,-2,1
MBD2 inh,-5,-3,1
hcDAF12 agonist,-3.7,-1.1,-2.2
SMARCA2 activ,-2,-4,1

The list goes on.
11: CC1Cc2ccccc2N1C(=O)NC1CC(=O)N(c2ccc3c(c2)OCCO3)C1 (stereo not drawn)
12: CC(=O)N1CCN(S(=O)(=O)c2cccc(C(=O)Nc3ccccc3N3CCCCC3)c2)CC1
13: CN(CC(=O)Nc1ccccc1Br)C(=O)c1ccccc1OCc1ccccc1Cl
14: Cc1nc(COC(=O)c2cc(O)c3ccccc3c2O)cs1
15: C[C@@H]1CN([C@@H](C)CO)C(=O)CCCn2nncc2CO[C@H]1CN(C)C(=O)OCc1ccccc1
16: Cc1ccc(-n2nc3c(c2NC(=O)C(C)C)CS(=O)(=O)C3)c(C)c1
17: C[C@H]1COC(=O)CC/C=C\C[C@H](CC(=O)N(CCO)Cc2ccccc2)C(=O)N1
18: COC(=O)C1CN(C2CC2)CCS(=O)(=O)N1Cc1cn(Cc2ccc(Cl)cc2)nn1 (stereo not drawn)
19: CN(C)CCCC1(O)c2ccccc2C=Cc2ccccc21
20: Cc1ccc(C(=O)NCCONC(=O)c2ccc(C)cc2)cc1
Assay by compound,11,12,13,14,15,16,17,18,19,20
hgDAF-12 ag,1.4,0.7,-2.1,0.9,4.4,-0.6,1.2,-2.4,0.7,0.3
DAX1 inh-1,0.5,1.9,-0.6,-0.5,-1.4,0.1,-0.4,1.2,-0.3,0.8
DAX1 inh-2,-0.8,-0.4,-1.2,-0.5,1.1,0.0,1.5,nt,-0.5,0.0
PLCg1 inh,-1,0,-3,-9,-3,5,6,0,-1,-2
ADAM17 inh,-5,-1,1,-12,-4,-1,-7,1,-5,-1
NR1D1 modulator,-1,2,-5,10,0,-1,-1,-3,-2,2
ssDAF12 agonist,-0.8,-0.6,-1.1,0.2,-1.4,-1.2,-1.3,-0.8,-1.0,-1.2
PLC-beta3 inh,-7,7,-4,-207,0,-3,2,0,1,-8
MBD2 inh,7,-8,0,-5,-1,-3,8,7,-5,0
hcDAF12 agonist,-1.6,-1.1,-2.8,4.9,-1.4,-1.2,-1.7,-1.2,-0.8,-0.8
SMARCA2 activ,-2,-1,3,-1,-1,1,0,-1,-2,-1

21: CC(C)(C)NC(=O)c1ccncc1
22: CC(C)N1CCCCC(NC(=O)C(C)(C)C)C1=O (stereo not drawn)
23: CCOc1cc2c3c(c1)C1(C(=O)N3C(C)(C)C=C2C)C(C#N)=C(N)Oc2cc(O)ccc21 (stereo not drawn)
24: CCc1c(C2(O)CCCCC2)[nH]c2cnccc12
25: COc1cc(OC)cc(-c2c(-c3ccc(F)cc3)c3cc(-c4ccc(OC)nc4)ccc3n2C)c1
26: O=C(NNS(=O)(=O)c1ccccc1)c1cnn(-c2ccccc2)c1-n1cccc1
27: Cn1c(SCC(=O)N2CCCCCC2)nc2c([nH]c3ccccc32)c1=O
28: CCC(=O)Nc1nnc(CSCc2ccc(F)cc2)s1
29: O=c1[nH][nH]cc1C=Nc1ccc(Cl)cc1
30: COc1ccc(N2CCN(C(=O)c3ccc(S(=O)(=O)N4CCCC4)cc3)CC2)cc1
Assay by compound,21,22,23,24,25,26,27,28,29,30
hgDAF-12 ag,-2.4,0.6,1.6,-0.8,-1.6,-2.2,-1.4,0.2,1.8,0.0
DAX1 inh-1,0.2,-0.7,-0.5,0.5,0.3,0.7,-0.3,0.4,0.5,-0.2
DAX1 inh-2,-0.5,nt,0.0,0.6,-1.0,-0.8,-0.1,0.3,1.2,-0.9
PLCg1 inh,2,0,6,-279,-18,3,2,0,-26,-1
ADAM17 inh,-2,-2,9.0*,-286,-1,0,-1,-1,-3,-6
NR1D1 modulator,3,-2,5,-3,13,0,-4,-5,3,-2
ssDAF12 agonist,-1.1,-1.3,-1.8,-1.2,-0.6,-0.6,-0.3,-1.0,-1.9,-1.3
PLC-beta3 inh,2,2,-4,-487,-5,2,2,0,-29,-8
MBD2 inh,-5,-1,3,5,1,1,5,0,-1,6
hcDAF12 agonist,-1.7,-1.9,-1.3,0.0,0.0,-0.2,1.8,-0.2,-2.0,-0.7
SMARCA2 activ,2,0,-1,0,0,2,-1,1,2,-2

31: COc1cc(O)cc2cc3c(c(O)c12)C(=O)CC(C)(O)O3 (stereo not drawn)
32: COc1cccc2sc3cc(C#CC4(O)CCCCC4)ccc3c(=O)c12
33: CCCCN(C)C(=O)CSc1nnc(-c2cc(OC)c(OC)c(OC)c2)o1
34: CC(C)Cc1nc(SCC(=O)Nc2nnc(CC(C)C)s2)n[nH]1
35: Cc1ccsc1C(C(=O)NC(C)(C)C)N(Cc1ccco1)C(=O)c1csnn1 (stereo not drawn)
36: Cc1ccc(N2CC(O)=C(c3ccccc3)C2=N)cc1
37: O=C(Cc1ccc(Cl)cc1)SCc1ccccc1
38: Nc1ccc(C(=O)c2cccs2)cn1
39: O=C(Nc1ccc(-c2cn3ccsc3n2)cc1)C1CC1
40: Cc1nnc(SCC(=O)Nn2cnnc2)s1
Assay by compound,31,32,33,34,35,36,37,38,39,40
hgDAF-12 ag,15*,10*,-1.4,0.7,2.8,2.8,-1.1,3.2,9.5,-0.9
DAX1 inh-1,-0.1,2.5,-0.3,0.7,-0.1,1.2,0.6,0.2,2.5,-0.2
DAX1 inh-2,2.3,0.9,nt,1.2,-1.0,2.5,0.7,0.9,0.4,-0.1
PLCg1 inh,-9,-275,1,-4,0,-1,6,3,-1,4
ADAM17 inh,4,-17,4,-6,-6,0,0,-3,-2,8.8*
NR1D1 modulator,-5,4,1,3,-1,4,-1,-2,-3,3
ssDAF12 agonist,-1.6,0.7,-1.3,-1.6,-0.7,-1.9,-1.5,0.5,0.0,-1.2
PLC-beta3 inh,-13,-329,2,-10,-6,-3,-1,-3,2,8
MBD2 inh,-1,-6,0,2,0,3,5,-6,2,0
hcDAF12 agonist,1.3,1.8,-1.9,-2.2,-3.2,0.0,0.6,5.8*,1.9,0.3
SMARCA2 activ,5,5,6,-1,-2,-2,0,2,2,0

41: CC(C)(C)c1ccccc1NC(=O)c1ccc(-n2cncn2)c([N+](=O)[O-])c1
42: CCN(C(=O)COC(=O)c1ccc(C=O)cc1)c1c(N)n(Cc2ccccc2)c(=O)[nH]c1=O
43: CCN(C(=O)C1CCN(c2ncccn2)CC1)c1ccccc1
44: CC(C)N(C(=S)NCc1ccccc1)C(C)C
45: O=C(CNc1cccc(S(=O)(=O)N2CCCC2)c1)Nc1cccc(Br)c1
46: Cc1cc(-c2nnc(SCC(=O)Nc3ccccc3)n2C)no1
47: O=C1/C(=C/c2cccc(Br)c2)SC(=S)N1CCC(=O)N(CCO)c1ccccc1
Assay by compound,41,42,43,44,45,46,47
hgDAF-12 ag,0.7,1.8,-2.0,-1.4,-7.0,0.1,-0.2
DAX1 inh-1,1.2,-0.9,0.3,0.0,-6.4,0.2,-0.4
DAX1 inh-2,0.7,1.3,nt,1.5,0.0,3.6,-0.1
PLCg1 inh,4,19*,-12,2,3,1,-3
ADAM17 inh,-4,-9,-7,-3,4,-4,-7
NR1D1 modulator,1,-5,-1,-1,3,0,1
ssDAF12 agonist,-1.4,-0.8,-1.5,-1.2,-1.7,-2.4,-1.5
PLC-beta3 inh,-5,-24,-9,1,2,-11,-10
MBD2 inh,2,8,1,-1,0,3,6
hcDAF12 agonist,-1.4,-1.1,0.0,-1.2,-2.7,-1.8,-1.9
SMARCA2 activ,0,-1,3,-4,-2,-4,1

Values in list order from the entries so far.
Compounds 42–47 in hgDAF-12 ag, in turn: 1.8, -2.0, -1.4, -7.0, 0.1, -0.2
Compounds 42–47 in SMARCA2 activ, in turn: -1, 3, -4, -2, -4, 1
Compounds 42–47 in MBD2 inh, in turn: 8, 1, -1, 0, 3, 6

Assay outcomes: PubChem BioAssay, several laboratories
